# PAX8 inh HTS: lowers PAX8-driven luciferase in RMG-I cells. AID 652154. inhibition, % at 12.6 µM. 360,000 compounds, 1.2% hits. RMG-I TPO-luciferase reporter, SteadyGlo, 24 h;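 active = mean replicate inhibition at least 60% with every replicate also reaching 60%; inconclusive = only one of the two criteria is met; inactive = mean below 60% and not all replicates reaching 60%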;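 note: luciferase light reporting Pax8 driven TPO promoter activity; plate controls were median of neutral control wells for no effect and mitoxantrone controls for full effect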
# PglD inh: inhibitors of Campylobacter jejuni PglD acetyltransferase | 360,000 compounds, 0.098% hits | purified PglD enzyme, DTNB colorimetric CoA detection | inhibition, % at 12.5 µM; in the data active = inhibition above about 16%, passing the limit was not always enough; inconclusive = no clear call, values can overlap the other calls; note: strong numbers were not always called active
# EWS-Fli block: inhibitors of EWS/Fli oncoprotein transcriptional activity. A673 NR0B1-luciferase reporter, viability-normalised. inhibition, % at 12.6 µM. 350,000 compounds, 0.67% hits;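 active = mean inhibition of at least 50% after viability correction, with every replicate also passing that limit; inconclusive = mean reaches 50% but only one of two replicates passes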;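 note: firefly luciferase signal divided by Alamar Blue viability fluorescence both relative to DMSO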
# S100A4 inh HTS: inhibitors of human S100A4 binding to myosin IIA peptide; P26447; S100A4/TAMRA-MyoIIA peptide fluorescence polarization; inhibition, % at 10.7 µM; 360,000 compounds, 0.14% hits;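 active = mean inhibition of at least 70% across replicates, with every replicate also reaching that level; inconclusive = mean inhibition reaches 70% but some replicates fall short; inactive = mean inhibition below 70%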
# Target sequence (P26447 whole entry, looked up): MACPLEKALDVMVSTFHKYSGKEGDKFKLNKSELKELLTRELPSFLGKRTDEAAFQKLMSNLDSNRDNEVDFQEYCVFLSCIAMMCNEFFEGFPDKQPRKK
#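 System – human S100A4 monomer protein, biochemical binding assay · Buffer or medium – Calcium-containing HEPES buffer, pH 7.2 · Timing – 5 min between mix addition and reading · Also added – TAMRA-labelled myosin IIA heavy-chain peptide probe, 5 nM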
# LGR2 antag: Drosophila LGR2 receptor signaling inhibition. HEK293 LGR2, CRE-luciferase, bursicon-stimulated, 4 h. inhibition, % at 9.99 µM. 380,000 compounds, 0.35% hits. AID 720647;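 active = drop in luminescence signal, shown as inhibition above about 50% in the replicate tests, limit read from the data, passing the limit was not always enough; inconclusive = probably only some replicates passing the limit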;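 note: agonist challenge used bursicon conditioned medium at about half maximal strength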
# ERAP1 HTS inh: inhibitors of human ERAP1 aminopeptidase | Q9NZ08 | recombinant ERAP1, Leu-AMC fluorescence, 60 min | inhibition, % at 10.7 µM | 340,000 compounds, 0.15% hits | AID 652197;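 active = mean replicate inhibition of at least 30%, or all replicates individually reaching that 30% level; inactive = mean below 30% and not every replicate reaching it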;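 note: 0% = neutral control wells and 100% = L-leucinethiol positive control wells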
# Target sequence (Q9NZ08 whole entry, looked up): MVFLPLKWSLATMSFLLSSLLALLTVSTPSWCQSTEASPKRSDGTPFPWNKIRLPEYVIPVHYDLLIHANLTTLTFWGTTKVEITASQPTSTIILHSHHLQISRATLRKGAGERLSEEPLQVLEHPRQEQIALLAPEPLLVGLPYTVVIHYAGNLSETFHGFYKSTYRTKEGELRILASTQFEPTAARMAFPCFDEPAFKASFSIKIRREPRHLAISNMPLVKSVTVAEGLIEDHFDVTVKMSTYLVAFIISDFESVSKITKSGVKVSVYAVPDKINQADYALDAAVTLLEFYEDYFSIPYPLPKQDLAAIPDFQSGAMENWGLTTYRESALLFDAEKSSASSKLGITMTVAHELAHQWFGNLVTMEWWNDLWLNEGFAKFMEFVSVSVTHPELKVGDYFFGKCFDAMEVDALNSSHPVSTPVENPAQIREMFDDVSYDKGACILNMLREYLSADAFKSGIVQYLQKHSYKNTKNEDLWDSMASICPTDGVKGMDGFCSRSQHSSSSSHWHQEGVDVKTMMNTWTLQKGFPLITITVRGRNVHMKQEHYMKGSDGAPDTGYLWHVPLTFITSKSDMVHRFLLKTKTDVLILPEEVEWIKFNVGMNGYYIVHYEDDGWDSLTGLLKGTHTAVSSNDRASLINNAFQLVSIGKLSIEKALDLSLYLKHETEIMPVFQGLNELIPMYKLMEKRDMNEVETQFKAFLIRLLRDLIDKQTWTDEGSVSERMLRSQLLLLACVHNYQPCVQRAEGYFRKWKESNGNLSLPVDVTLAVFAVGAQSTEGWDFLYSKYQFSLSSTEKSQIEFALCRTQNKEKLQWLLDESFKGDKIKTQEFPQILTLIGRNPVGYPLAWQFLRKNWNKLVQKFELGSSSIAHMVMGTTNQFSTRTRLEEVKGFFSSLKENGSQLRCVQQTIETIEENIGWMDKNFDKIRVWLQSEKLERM
# PGC1a acetyl inh: modulators of PGC1a acetylation; U2OS PGC1a acetylation, AlphaScreen anti-acetyl-lysine; with virally co-expressed GCN5 acetyltransferase; 350,000 compounds, 0.17% hits; inhibition, % at 15.6 µM;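 active = every replicate shows inhibition of at least 40%; inconclusive = mean inhibition at least 40% but some replicate below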;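 note: 0% = neutral control wells and 100% = positive control wells; some results beyond the cut were filed as inactive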
# FN deposition inh: fibronectin deposition inhibition. AH1F fibroblasts, Alexa488-fibronectin deposition fluorescence, overnight. inhibition, % at 12.6 µM. 350,000 compounds, 0.086% hits;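 active = mean inhibition across replicates of 30% or more, regardless of how many single replicates reach that level; inconclusive = mean under 30% yet at least half of replicates reach 30%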;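 note: positive control wells lacked labelled fibronectin entirely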
#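 Material: AH1F fibroblast monolayer depositing Alexa488-labelled fibronectin into matrix / Amount: 10000 AH1F cells per well / Signal: fluorescence 485/525 nm / Medium: DMEM, 2% serum / Compound: single dose, pinned / Incubation: 1 h cell adhesion before compound, then overnight fibronectin incubation / Reagent: Alexa488-FN, 24 nM final / Read-out: inhibition of fibronectin deposition signal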
# * = called active by the depositor; u = inconclusive; x = no result given; & = joins results of further samples.
no.	SMILES	ERAP1 HTS inh	EWS-Fli block	S100A4 inh HTS	PGC1a acetyl inh	LGR2 antag	FN deposition inh	PAX8 inh HTS	PglD inh
1	CCN(CC)S(=O)(=O)c1ccc(C(=O)N2CCN=C2SCc2cccnc2)cc1	x	x	x	3	x	0	7	-2
2	O=C1C=C(c2ccc(-c3ccccc3)c(F)c2)C[C@@H](c2ccc(Cl)cc2)C1	x	-17	-2	-5	-7	0	8	0
3	COCC(=O)N1[C@@H](CO)[C@H](c2ccc(-c3ccccc3OC)cc2)C12CN(C(C)=O)C2	1	8	-14	5	8	-1	-10	x
4	COc1ccc(S(=O)(=O)Nc2cccc3c2O[C@H](CN(C)C(=O)NC(C)C)[C@@H](C)CN([C@H](C)CO)C3=O)cc1	2&-4	1&-1	4&37	-1	-8&-4	3	0	7&-5
5	COc1cc(O)c(C(CCN2CCCC2)c2cc(OC)c(OC)c(OC)c2)c(OC)c1 (stereo not given)	-3	0	34	-1	1	-4	-11	-1
6	C[C@H]1CN([C@@H](C)CO)C(=O)c2c(c3ccccc3n2C)-c2ccccc2CO[C@H]1CN(C)C(=O)NC1CCCCC1	-3	-14	12	7	4	-24	4	-3
7	O=C(NCCc1ccccc1)C1=CCN(S(=O)(=O)c2ccccc2)CC1	-2	-16	-9	-10	-12	0	11	-3
8	c1ccc(CN2CCN(c3ncnc4nc[nH]c34)CC2)cc1	2	1	3	1	11	-8	8	0
9	N#Cc1c(-c2ccco2)ccn(Cc2ccc(F)cc2)c1=O	5	4	4	x	7	3	17	5
10	Cc1cc(C)c2[nH]c(C(=O)N3CCC(n4nccc4NC(=O)C4CC4)CC3)c(C)c2c1	-1	x	-4	5	-1	7	4	-1
11	O=C(OCC(=O)N1CCCCCC1)c1ccccc1Br	-2	-25	-5	4	-38	3	-186	-3
12	COc1ccccc1-c1cnc2c(c1)C(=O)N([C@H](C)CO)C[C@H](C)[C@@H](CN(C)CC1CCCC1)O2	1	-1	10	-5	2	4	8	-2
13	C[C@H](CO)N1C[C@H](C)[C@@H](CN(C)Cc2ccncc2)Oc2c(NC(=O)Cc3ccccc3)cccc2C1=O	-1	-8	-1	8	-8	8	31	7
14	Cc1nnsc1-c1nc2ccccc2n1C(CCc1ccccc1)c1nc2ccccc2[nH]1 (stereo not given)	2	4	-4	x	8	1	8	x
15	Nc1[nH]c(=O)ncc1-c1ccc([N+](=O)[O-])cc1	-3	-7	-8	x	-4	16	-10	x
16	Cc1cc(=O)n2[nH]c(N)c(N=Nc3ccccc3F)c2n1	5	8	-2	x	x	-4	3	x
17	CC(C)(C)NC(=O)CSc1ncccc1-c1nc2ccccc2[nH]1	-1	-35	-2	18	2	1	15	0
18	COc1ccc(S(=O)(=O)Nc2ccc3c(c2)CC(=O)N([C@H](C)CO)C[C@H](C)[C@@H](CN(C)Cc2ccc(Cl)c(Cl)c2)O3)cc1	2	0	5	-28	19	x	75*	4
19	CCCN(C)C[C@H]1Oc2ncc(C#CCN(C)C)cc2C(=O)N([C@@H](C)CO)C[C@@H]1C	-1	5	-2	-4	-7	x	x	-1
20	COc1ccc(-c2ccc3c(c2)[C@@H]2[C@@H](CCN2C(=O)Cc2ccccc2)[C@H](CO)N3C)cc1	x	0	x	-12	-11	-8	u	-1

# Arranged by length of the SMILES (largest number first): four of the compounds above
no.	SMILES	ERAP1 HTS inh	EWS-Fli block	S100A4 inh HTS	PGC1a acetyl inh	LGR2 antag	FN deposition inh	PAX8 inh HTS	PglD inh
3	COCC(=O)N1[C@@H](CO)[C@H](c2ccc(-c3ccccc3OC)cc2)C12CN(C(C)=O)C2	1	8	-14	5	8	-1	-10	x
19	CCCN(C)C[C@H]1Oc2ncc(C#CCN(C)C)cc2C(=O)N([C@@H](C)CO)C[C@@H]1C	-1	5	-2	-4	-7	x	x	-1
17	CC(C)(C)NC(=O)CSc1ncccc1-c1nc2ccccc2[nH]1	-1	-35	-2	18	2	1	15	0
15	Nc1[nH]c(=O)ncc1-c1ccc([N+](=O)[O-])cc1	-3	-7	-8	x	-4	16	-10	x

# The listing picks up with the three entries that preceded the break.
no.	SMILES	ERAP1 HTS inh	EWS-Fli block	S100A4 inh HTS	PGC1a acetyl inh	LGR2 antag	FN deposition inh	PAX8 inh HTS	PglD inh
18	COc1ccc(S(=O)(=O)Nc2ccc3c(c2)CC(=O)N([C@H](C)CO)C[C@H](C)[C@@H](CN(C)Cc2ccc(Cl)c(Cl)c2)O3)cc1	2	0	5	-28	19	x	75*	4
19	CCCN(C)C[C@H]1Oc2ncc(C#CCN(C)C)cc2C(=O)N([C@@H](C)CO)C[C@@H]1C	-1	5	-2	-4	-7	x	x	-1
20	COc1ccc(-c2ccc3c(c2)[C@@H]2[C@@H](CCN2C(=O)Cc2ccccc2)[C@H](CO)N3C)cc1	x	0	x	-12	-11	-8	u	-1
21	Cc1ccc(/C=[N+](\[O-])c2ccc(N(C)C)cc2)c2nsnc12	-3	-24	-6	-8	-63	-3	16	x
22	Nc1n[nH]c(-c2ccccc2)n1	x	x	x	-2	x	1	-11	-4
23	Cc1cccc(OCC(O)Cn2c(N3CCCCC3)nc3c2c(=O)[nH]c(=O)n3C)c1 (stereo not given)	-4	0	23	1	-12	16	-11	-5
24	CC1(c2ccccc2)NC(=O)N(CC(=O)N(CC(=O)Nc2ccccc2C(F)(F)F)Cc2ccco2)C1=O (stereo not given)	3	-3	2	-10	0	-3	-10	-1
25	CCC(=O)Nc1ccc2c(c1)C(=O)N(C)[C@H]1CC[C@H](CC(=O)N[C@@H](C)c3ccccc3)O[C@@H]1CO2	4	-39	-11	4	-8	0	-2	-2
26	COc1ccc(-c2csc(N=C(N)N)n2)cc1	1	-69	1	-7	-43	x	-106	x
27	Cc1cc(C)cc(SCc2noc(C(=O)NCC3CC3)c2C(=O)NCC2CC2)c1	0	19	1	x	9	-4	1	x
28	O=C1CS/C(=N/N=C/c2cccs2)N1Cc1ccc(F)cc1	-6	9	2	7	-5	-8	-4	2
29	O=C1Nc2ccc3sc4ccccc4c3c2C1=O	2	7	5	3	x	5	-28	-2
30	CC(C)(C)c1ccccc1OCC(O)CN1CCN(c2ccccn2)CC1 (stereo not given)	-3	5	0	0	-7	0	13	0
31	COc1ccc(S(=O)(=O)Nc2cccc(N(C)S(C)(=O)=O)c2)cc1Br	x	x	x	1	8	x	-4	-6
32	O=C(Cc1ccc([N+](=O)[O-])cc1)N/N=C/c1cccs1	-4	5	3	-6	13	4	-5	4
33	COc1ccc2cc(C(=O)NCc3ccco3)c(=Nc3ccc(C(=O)O)cc3)oc2c1	x	x	x	-6	x	-23	-107	-8
34	CC(NC(C)c1ccccc1Cl)C(=O)Nc1cccc(S(=O)(=O)N2CCCCC2)c1 (stereo not given)	0	10	2	x	x	0	6	5
35	C[C@H](CO)N1C[C@H](C)[C@H](CN(C)C(=O)Cc2cccnc2)Oc2cc(C#Cc3ccccc3F)ccc2S1(=O)=O	-3	10	3	x	1	-2	x	3
36	C[C@@H]1CCCCO[C@H](CN(C)C(=O)c2ccccc2)[C@@H](C)CN([C@H](C)CO)C(=O)c2cc(NS(=O)(=O)c3cccs3)ccc2O1	1	-3	31	x	7	-4	-16	2
37	C[C@H]1CN([C@@H](C)CO)C(=O)c2cc(Br)cnc2O[C@H]1CN(C)C(=O)C1CCC1	5&-1	-4&-3&-13	1&1	-4&7&10	-12&-9	-8	18&-5	2&-2
38	C[C@@H]1CN([C@H](C)CO)C(=O)c2ccccc2-c2ccccc2CO[C@@H]1CN(C)C(=O)CCN(C)C	-3	-4	-8	4	5	6	-20	3
39	CN(C(=O)[C@@H](Cc1ccccc1)NC(=O)[C@H]1O[C@@H](n2cnc3c(=O)[nH]c(N)nc32)[C@H](O)[C@@H]1O)C1CCCCC1	2	-2	-2	x	-15	-7	6	x
40	O=C(Cc1ccccc1)N1CC(=O)N2[C@@H](CO)[C@H](c3ccc(C#Cc4ccccc4)cc3)[C@@H]2C1	-2	x	4	-17	-3	x	x	x

# Entries by screen from the list.
# Entries 22–28 in ERAP1 HTS inh, in turn: x, -4, 3, 4, 1, 0, -6
# Entries 22–28 in FN deposition inh, in turn: 1, 16, -3, 0, x, -4, -8

# Compound profiles (already shown). Values in the order: ERAP1 HTS inh | EWS-Fli block | S100A4 inh HTS | PGC1a acetyl inh | LGR2 antag | FN deposition inh | PAX8 inh HTS | PglD inh
# Nc1n[nH]c(-c2ccccc2)n1 in the list: x | x | x | -2 | x | 1 | -11 | -4
# Cc1cc(C)c2[nH]c(C(=O)N3CCC(n4nccc4NC(=O)C4CC4)CC3)c(C)c2c1 in the list: -1 | x | -4 | 5 | -1 | 7 | 4 | -1

# Remaining list, next part.
no.	SMILES	ERAP1 HTS inh	EWS-Fli block	S100A4 inh HTS	PGC1a acetyl inh	LGR2 antag	FN deposition inh	PAX8 inh HTS	PglD inh
41	CC(C)c1ccc(NC2CCCN(C(=O)c3cc(C(C)C)[nH]n3)C2)cc1 (stereo not given)	3	3	-3	-5	-9	3	6	-2
42	CSCC[C@H](NC(=O)[C@@H]1Cc2ccccc2CN1)C(=O)Nc1ccc2c(c1)OCCO2	1	-41	0	-5	-41	-1	-181	-4
43	CC(=O)c1cccc(NC(=O)CN2C=NS(=O)(=O)c3ccc(C)cc32)c1	1	x	-3	0	-19	2	-14	-3
44	Cc1cccc(C)c1NC(=O)CSc1nc(C2CC2)nc2ccccc12	-1	12	4	-5	11	2	13	-2
45	COc1ccc(C(=O)N2CCN(Cc3ccccc3C)CC2)cc1OC	x	x	x	-2	x	-11	4	-8
46	Cc1ccc(NCC(=O)N/N=C/c2cccc(Br)c2)cc1	-2	-7	-7	5	2	-9	-7	-4
47	Cc1noc(C)c1S(=O)(=O)N(C)C[C@@H]1Oc2ccc(NC(=O)Nc3cccc4ccccc34)cc2CC(=O)N([C@H](C)CO)C[C@@H]1C	2	-13	0	-7	4	5	-8	1
48	O=C(Nc1cccc(Cl)c1)C1=CC=CN2CCS(=O)(=O)N=C12	-1	-15	-13	-16	-5	-1	x	3
49	O=C(C[C@@H]1C[C@H]2c3cc(NC(=O)Cc4ccncc4)ccc3O[C@H]2[C@H](CO)O1)NCCN1CCCCC1	1	7	1	6	-1	x	-2	-3
50	CC(=O)NC(C)c1cc(Cl)c2cccnc2c1O (stereo not given)	1	21	-2	18	-3	1	25	-2
51	CCOC(=O)CSc1n[nH]c(-c2cccnc2)n1	x	x	x	3	x	-3	-5	-1
52	CC1CCN(C(=O)CSCC(=O)O)CC1	2	2	-4	-2	33	3	-2	x
53	COCCNC(=O)c1ccc(Cl)c(Cl)c1	-1	6	2	14	14	x	x	-3
54	Cc1ccc(C2C(C(=O)c3cc4ccccc4o3)=C(O)C(=O)N2CCN2CCOCC2)cc1 (stereo not given)	0	x	-4	-3	14	-1	-8	3

# Screening results (PubChem BioAssay)
